BRCT inh green: BRCA1 BRCT-phosphoprotein interaction inhibition; P38398; actives 0.05% (n = 75,000); Potency, µM (highest dose often 76.9 µM), for the others: at the highest dose activity change, negative = inhibition, actives largely listed as inhibitors; BRCA1 BRCT-phosphopeptide binding, green fluorescence polarization;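 also: potency is read from the fitted curve at half-maximal effect; plate controls were peptide without protein for full effect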
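Compounds were incubated for 12 min at room temperature with a complex of 100 nM fluorescein-tagged pBACH1 decapeptide and 250 nM His-tagged BRCT protein. Buffer was phosphate pH 7.3 with EDTA, DTT and Tween 20. Disruption of binding lowers the polarization signal.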
Casp7 inh: caspase-7 (human) inhibition, allosteric or competitive; P55210; recombinant caspase-7, Ac-DEVD-AFC fluorescence rate; Potency, µM (series often up to 57.5 µM), for inactives: at the highest dose activity change, negative = inhibition, actives largely listed as inhibitors; actives 0.02% (n = 75,000); active = well fitted inhibition curve with a large enough effect in the main read-out, with a control signal flat, not every such curve was filed as active; inconclusive = small, poorly fitted or top-dose-only effect, or a change in a side signal; also: potency is read from the fitted curve at half-maximal effect; % of control where 0% means no effect
CRE-bla Fsk: modulators of forskolin-stimulated CRE signaling in CHO cells | CHO CRE-bla reporter (cAMP response element driving beta-lactamase), forskolin EC10, beta-lactamase ratio | Potency, µM (doses to about 38.2 µM), inactives show at the highest dose activity change, negative = inhibition, usual class: activators | actives 2.5% (n = 71,000) | AID 662; active = well fitted activation curve with a large enough effect in the signal ratio, with a control signal flat, not every such curve was filed as active; inconclusive = small, poorly fitted or top-dose-only effect, or effect the other way, or a change in a side signal; the % refers to the signal ratio; also: potency is read from the fitted curve at half-maximal effect; % of control where 0% means no effect
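Beta-lactamase reporter under a cAMP responsive element in CHO cells; compounds tested in titration series against EC10 NKH 477, 3 h at 37 °C. Read-out: CCF4 FRET ratio 460nm/530nm (excitation 405nm) giving %Activity, fitted to AC50.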
BRCT PPI red: BRCT-phosphoprotein interaction inhibition (red fluorophore). P38398. BRCT-phosphopeptide binding, red fluorescence polarization. Potency, µM (series often up to 76.9 µM), without a hit: top-dose activity change, negative = inhibition, hits mostly inhibitors. actives 0.03% (n = 75,000). AID 892; also: % is scaled to controls: 0 for no effect and ±100 for the full control effect
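Fluorescence polarization: 100 nM His-tagged BRCA1 BRCT with 100 nM TAMRA-labelled phospho-BACH1 decapeptide, phosphate buffer pH 7.3 with 150 mM NaCl, DTT, 0.01% Tween 20; 12 min RT. Binding inhibition seen as FP decrease.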
Tau filament bind: tau filament binding; actives 2% (n = 71,000); Potency, µM (top dose mostly 57.1 µM), for the others: at the top dose activity change, negative = inhibition; P10636; AID 596; recombinant tau filaments, thioflavin S fluorescence, 15 h; filaments grown with octadecylsulfate alongside compound;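 also: potency is read from the fitted curve at half-maximal effect; % is scaled to controls: 0 for no effect and ±100 for the full control effect; actives lower thioflavin S fluorescence by blocking filaments or displacing dye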
Target sequence (P10636 whole entry, looked up): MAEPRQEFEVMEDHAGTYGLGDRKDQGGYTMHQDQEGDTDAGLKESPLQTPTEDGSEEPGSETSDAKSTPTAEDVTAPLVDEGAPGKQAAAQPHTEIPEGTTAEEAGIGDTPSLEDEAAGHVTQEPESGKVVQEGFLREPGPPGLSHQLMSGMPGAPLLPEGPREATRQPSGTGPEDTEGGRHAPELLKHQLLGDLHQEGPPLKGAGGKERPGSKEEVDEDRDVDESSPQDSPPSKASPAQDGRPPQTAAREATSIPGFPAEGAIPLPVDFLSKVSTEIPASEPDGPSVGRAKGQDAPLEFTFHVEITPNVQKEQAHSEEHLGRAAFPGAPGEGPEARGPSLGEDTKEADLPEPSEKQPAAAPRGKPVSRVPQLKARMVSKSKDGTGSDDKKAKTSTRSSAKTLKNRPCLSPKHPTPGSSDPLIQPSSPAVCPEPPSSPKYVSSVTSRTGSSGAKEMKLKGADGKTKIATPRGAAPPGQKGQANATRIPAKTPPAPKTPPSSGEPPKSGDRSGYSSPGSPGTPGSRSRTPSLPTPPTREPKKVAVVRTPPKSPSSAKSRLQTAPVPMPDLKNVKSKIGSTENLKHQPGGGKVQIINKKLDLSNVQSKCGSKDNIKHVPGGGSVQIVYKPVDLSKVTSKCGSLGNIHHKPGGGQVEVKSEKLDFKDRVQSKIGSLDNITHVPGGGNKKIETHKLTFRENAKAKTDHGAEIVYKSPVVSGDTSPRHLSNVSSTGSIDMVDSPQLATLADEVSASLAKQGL
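Tau 2 uM in ThS buffer dispensed; compound added; 60 uM ODS added (finals 1 uM tau, 30 uM ODS); 15 h 37 C; fluor ex450/em510.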
USP2a inh: USP2a (human) protease inhibition; USP2a enzymatic assay, qHTS inhibition; Potency, µM (doses to about 38.3 µM), inactives show at the top dose activity change, negative = inhibition, most hits filed as inhibitors; actives 0.1% (n = 60,000); AID 927;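 also: potency is read from the fitted curve at half-maximal effect; nearly all actives have a fitted effect of over 60% in size; plate controls were DMSO for no effect and NEM full inhibition control for full effect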
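Inhibition is measured in a cell-free coupled assay with 20 nM USP2 core, 20 nM Ub-PLA2 and 20 uM NBD C6-HPC, 2.5 h incubation. Activity normalized to NEM control.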
Luciferase inh: inhibitors of firefly luciferase | P08659 | purified firefly luciferase, luminescence, 8 min | actives 2.2% (n = 72,000) | Potency, µM (series often up to 57.1 µM), for the others: at the highest dose activity change, negative = inhibition, actives largely listed as inhibitors | AID 411; also: potency is read from the fitted curve at half-maximal effect; % is scaled to controls: 0 for no effect and ±100 for the full control effect; nearly all actives have a fitted effect of over 40% in size
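Here, luciferase activity is measured as luminescence following an 8 min room-temperature reaction at 10 uM ATP, pH 7.2. Every library sample is titrated.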
HEK293 cAMP ctrl: counter-screen for TSHR agonists: cAMP increase in parental HEK293; parental HEK293 CNG cAMP sensor, membrane potential fluorescence; Potency, µM (top dose mostly 57.1 µM), without a hit: at the highest dose activation, actives largely listed as activators; actives 2.5% (n = 73,000); also: potency is read from the fitted curve at half-maximal effect; % of control where 0% means no effect; nearly all actives have a fitted effect of over 55% in size
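Counterscreen for endogenous-receptor signalling: CNG-channel HEK 293 cells report cAMP rise by membrane depolarization. After 60 min dye equilibration with 100 uM RO 20-1724, compounds incubated 30 min before bottom-read fluorescence at 590 nm.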
A350 autofl: A350 region autofluorescence; max dye-equivalent concentration, M; Compound autofluorescence, 340/450 nm, Alexa 350 dye-equivalents; stronger effect = higher value; actives 11% (n = 59,000); in the data active = max dye-equivalent concentration above about 10 nM; inconclusive = mostly about 1.1 nM to 9.6 nM
ERK AVP inh: inhibitors of vasopressin-stimulated ERK signaling pathway. HEK293-V1b, vasopressin-stimulated pERK AlphaScreen. actives 0.99% (n = 72,000). Potency, µM (series often up to 57.5 µM), for the others: at the highest dose activity, negative = inhibition, most hits filed as inhibitors; also: potency is read from the fitted curve at half-maximal effect; % is scaled to controls: 0 for no effect and ±100 for the full control effect; nearly all actives have a fitted effect of over 55% in size
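Phosphorylated ERK1/2 detected via AlphaScreen bead proximity in lysates of V1b-expressing HEK293 cells given 25 nM vasopressin for 5 min after 30 min compound exposure (37 °C). AC50 from Hill equation; basal DMSO 0%, vasopressin 100%.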
Caspase-1 inhib: blocks human caspase-1 allosterically or competitively; Caspase-1 enzyme, Ac-WEHD-AFC fluorogenic rate; Potency, µM (titrated, usually from 57.5 µM), inactives show at the top dose activity change, negative = inhibition, most hits filed as inhibitors; actives 0.03% (n = 75,000); P29466; AID 900;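 also: potency is read from the fitted curve at half-maximal effect; plate controls were vehicle for no effect and no substrate for full effect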
Target sequence (P29466 120-297 limits assumed): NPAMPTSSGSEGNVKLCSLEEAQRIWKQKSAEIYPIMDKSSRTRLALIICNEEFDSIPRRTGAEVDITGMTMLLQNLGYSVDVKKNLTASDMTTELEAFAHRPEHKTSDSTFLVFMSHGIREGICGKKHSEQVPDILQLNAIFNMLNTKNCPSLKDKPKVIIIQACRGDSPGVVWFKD
Target sequence (P29466 317-404 limits assumed): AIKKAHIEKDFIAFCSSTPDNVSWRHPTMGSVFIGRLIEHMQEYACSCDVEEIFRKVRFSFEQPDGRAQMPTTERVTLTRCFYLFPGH
* marks the source's active call; other numbers are inactive results; i = inactive; ? = inconclusive; / = not tested or not shown; [ ] = remark or other dose. Unless noted, calls follow the shape of the dose curve; as a rule, active = well fitted curve in the direction sought with a large enough effect; inconclusive = small, poorly fitted or top-dose-only effect, or another doubt; inactive = no such curve, though single readings can be large; an effect the other way counts as inactive or inconclusive. Rows are unselected; about 16% have a hit in one of these screens.

no. | SMILES | Caspase-1 inhib | Tau filament bind | BRCT inh green | BRCT PPI red | HEK293 cAMP ctrl | A350 autofl | USP2a inh | ERK AVP inh | Luciferase inh | CRE-bla Fsk | Casp7 inh
1 | CC(=O)Nc1cccc(NC(=O)CCn2c(=O)sc3ccccc32)c1 | 0% | 16% | -0.2% | -1.0% | -1% | i | -1% | 22% | -3% | -6% | -1%
2 | CCc1ccc(CCC(=O)Nc2nc(CC(C)=O)ns2)o1 | -2% | 6% | -4.2% | -0.9% | -4% | i | 23% | 0% | 0% | 1% | -5%
3 | Cc1ccc(S(=O)(=O)N2CCC(C(=O)N3CCC(C(=O)NCC4CCCO4)CC3)CC2)cc1 (stereo unspecified) | 1% | 0% | -1.1% | -0.3% | -2% | i | 4% | 19% | 1% | -18% | -7%
4 | COc1ccc(CNC(=O)C(C)Cc2ccccc2)cc1O (stereo unspecified) | 6% | -3% | -4.8% | -1.4% | ? | / | / | -14% | / | -1% | 0%
5 | CC1CCCN(c2nc3ccsc3c(=O)s2)C1 (stereo unspecified) | -11% | 17% | -0.2% | 1.7% | 25µM* | 3e-08M* | -6% | 19% | -6% | ? | -9%
6 | CC1CCCN(C(=O)COC(=O)c2n[nH]c3ccccc23)C1 (stereo unspecified) | 0% | 1% | -3.0% | -0.7% | -7% | ? | 15% | 7% | -26% | -7% | -1%
7 | Cc1csc(NC(=O)c2nc3nccc(C)n3n2)n1 | 0% | -8% | -0.3% | -1.3% | -1% | i | -4% | -13% | -1% | -1% | 0%
8 | COc1cc(OC)cc(C(=O)Nc2ccc(S(=O)(=O)N(C)C)cc2)c1 | -3% | 8% | -1.1% | -1.7% | -4% | i | 20% | 0% | -9% | 1% | -2%
9 | COc1ncnc(OC)c1NC(=O)c1ccc(F)cc1 | 0% | 7% | -1.1% | 1.6% | -15% | i | 0% | 11% | -20% | -5% | 1%
10 | C=Cc1ccc([C@H]2N[C@@H](C(=O)O)CC[C@@H]2C)cc1 | 1%[11.5 µM] | / | 1.6%[15.4 µM] | 3.5%[15.4 µM] | 1%[11.4 µM] | / | / | 23%[11.5 µM] | 1%[11.4 µM] | / | 2%[11.5 µM]
11 | COc1ccccc1NC(=O)N(c1c(N)n(Cc2ccccc2)c(=O)[nH]c1=O)C1CCCC1 | -1% | 6% | -3.8% | -0.7% | ? | ? | 9% | -21% | 3% | -1% | -1%
12 | Cn1c(=O)c2cc(S(=O)(=O)N3CCN(c4cccc(C(F)(F)F)c4)CC3)ccc2n(C)c1=O | 0% | 11% | -0.7% | -0.5% | ? | i | 28% | 21% | 2% | 1% | 0%
13 | CCOC(=O)c1ccccc1NC(=O)c1ccccc1SC | -2% | -12% | 0.1% | 0.5% | ? | ? | -2% | -6% | -1% | ? | -3%
14 | Cc1cc(C)c(C)c(S(=O)(=O)Nc2ccccc2C(=O)O)c1C | -2% | / | 1.0% | -1.2% | 3% | / | / | / | / | / | -6%
15 | O=C(NCc1ccc2c(c1)OCO2)c1ccc(NS(=O)(=O)c2ccc3c(c2)OCCO3)cc1 | -3% | 7% | -2.7% | -0.1% | 14% | i | 37%[activator] | -16% | 1% | ? | -2%
16 | C[C@H](N)C(=O)O | -3% | -7% | -4.3% | -0.9% | -3% | / | / | 2% | 3% | -11% | 1%
17 | NC(N)=NC[C@@H]1CCCCCCN1 | 0%[11.5 µM] | 8%[11.4 µM] | -0.3%[15.4 µM] | -0.6%[15.4 µM] | -1%[11.4 µM] | i | / | -17%[11.5 µM] | 4%[11.4 µM] | 0%[7.6 µM] | 0%[11.5 µM]
18 | CCC(C)NC(=O)C1CCN(C(=O)c2ccccc2)CC1 (stereo unspecified) | -2% | / | -0.7% | -0.4% | -2% | / | / | / | / | / | -1%
19 | O=C(CCSCc1ccccc1F)N1CCN(c2ccccn2)CC1 | 0% | 15% | -2.2% | 0.2% | 26% | i | 5% | 9% | -2% | ? | 1%
20 | O=S(=O)(NCCOc1cccc2cccnc12)c1ccc(F)cc1 | 0% | -3% | 1.1% | 0.5% | -1% | i | 4% | ? | -1% | -1% | -1%
21 | COC(=O)c1ccc(N=c2sc(C(=O)OC)cc(=O)n2C)cc1 | 3% | 4% | -1.0% | -1.9% | -2% | / | / | 0% | 2% | -10% | -1%
22 | CCn1c(=O)c(C(=O)Nn2c(C)nc3ccccc3c2=O)c(O)c2ccccc21 | -1% | 4% | -1.9% | 0.7% | 14% | i | / | 11% | -1% | 2% | 2%
23 | CC(=O)c1ccc(OCC(O)COc2ccc(C(C)=O)cc2)cc1 | 1% | / | 0.5% | 1.7% | -3% | / | / | / | / | / | 0%
24 | Cc1ccc2[nH]c(=O)c(CN(CC3CCCO3)S(=O)(=O)c3c(C)ccc4nsnc34)cc2c1 (stereo unspecified) | 2% | ? | -0.8% | -1.9% | -3% | i | 31%[activator] | 6% | 0% | 7% | 0%
25 | COc1cc(C2CC(=O)c3cnc(N4CCN(Cc5ccccc5)CC4)nc3C2)cc(OC)c1OC (stereo unspecified) | -1% | 6% | -2.6% | 1.4% | ? | i | 38%[activator] | 1% | 3% | 3% | -1%
26 | COc1ccc(-n2c(Cn3c(=O)sc4ccccc43)nnc2SCC(=O)N2CCOCC2)cc1 | 0% | -4% | 0.6% | 1.4% | 2% | / | / | 1% | -1% | -4% | 0%
27 | CN1CCN(c2nc(N3CCN(CCO)CC3)nc3ccccc23)CC1 | 2% | -10% | 0.7% | 1.0% | 23% | 4.7e-08M* | 0% | 16% | 0% | -10% | -1%
28 | COc1ccc(OCCC(=O)NC2=NCCS2)cc1 | -1% | 15% | -1.3% | 2.3% | 0% | i | -3% | -9% | -1% | 3% | 0%
29 | CCOC(=O)c1snc2c(=O)[nH]cnc12 | -10% | 2% | -0.4% | -0.4% | 8% | 5.1e-07M* | / | -6% | 1% | -4% | -9%
30 | CCN(CC)S(=O)(=O)c1cccc(C(=O)NCCCN2CCOCC2)c1 | 1% | 2% | -2.9% | -1.7% | 7% | i | -1% | -18% | -1% | 1% | -1%
31 | Cc1c(C(=O)O)cccc1[N+](=O)[O-] | -1% | 8% | 0.1% | 2.1% | 0% | / | / | 3% | / | -8% | -2%
32 | COC(=O)c1ccc(CSc2ccc3nnc(-c4cccc(F)c4)n3n2)o1 | -3% | 27% | 7.1% | -2.6% | 6% | / | / | / | 1% | 7.9µM* | -2%
33 | CC(NC(=O)c1ccc(CS(=O)(=O)Cc2ccccc2F)o1)c1ccc2c(c1)OCCO2 (stereo unspecified) | -1% | 2% | 0.0% | -0.8% | 7% | i | 36%[activator] | -29% | 2% | ? | -4%
34 | Nc1ccc(-n2nnnc2-c2ccco2)cc1 | -4% | 4% | -2.1% | -1.1% | 1% | i | 0% | -1% | 1% | 3% | -4%
35 | C=CCNC(=O)c1ccccc1NS(=O)(=O)c1ccc(SC)cc1 | 1% | 5% | 1.8% | 0.5% | 6% | i | 5% | 10% | 0% | -17% | -1%
36 | Cc1cc(NC(=O)COC(=O)CSCc2ccc(Cl)c(Cl)c2)no1 | -2% | -1% | -0.8% | -0.9% | 8% | i | 3% | -23% | 1% | -10% | -2%
37 | CC(c1ccc(Br)cc1)N1CC23C=CC(O2)C(C(=O)O)C3C1=O (stereo unspecified) | -1% | -4% | 0.7% | 0.2% | 3% | / | / | 9% | 1% | -8% | -1%
38 | CN1CCN(S(=O)(=O)c2ccc(N(C)Cc3cccs3)nc2)CC1 | 2% | 5% | 0.4% | 1.1% | -1% | i | 2% | 1% | 2% | -10% | 1%

Grouped by structure: the compounds so far with a furan ring, fused or not
no. | SMILES | Caspase-1 inhib | Tau filament bind | BRCT inh green | BRCT PPI red | HEK293 cAMP ctrl | A350 autofl | USP2a inh | ERK AVP inh | Luciferase inh | CRE-bla Fsk | Casp7 inh
2 | CCc1ccc(CCC(=O)Nc2nc(CC(C)=O)ns2)o1 | -2% | 6% | -4.2% | -0.9% | -4% | i | 23% | 0% | 0% | 1% | -5%
32 | COC(=O)c1ccc(CSc2ccc3nnc(-c4cccc(F)c4)n3n2)o1 | -3% | 27% | 7.1% | -2.6% | 6% | / | / | / | 1% | 7.9µM* | -2%
33 | CC(NC(=O)c1ccc(CS(=O)(=O)Cc2ccccc2F)o1)c1ccc2c(c1)OCCO2 (stereo unspecified) | -1% | 2% | 0.0% | -0.8% | 7% | i | 36%[activator] | -29% | 2% | ? | -4%
34 | Nc1ccc(-n2nnnc2-c2ccco2)cc1 | -4% | 4% | -2.1% | -1.1% | 1% | i | 0% | -1% | 1% | 3% | -4%
